High-throughput results deposited in PubChem by several laboratories.
BaF3 tox – parental Ba/F3 cell viability inhibition, counter-screen for JAK2V617F inhibitor project, murine pro-B, CellTiter-Glo luminescence; inhibition, % at 5.6 µM; CellTiter-Glo ATP luminescence; 220,000 tested, 1.1% active;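 active means inhibition above a per-campaign cutoff, the mean inhibition of all tested compounds plus 3 SD, cut at about 27% in these data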;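 further: 0% = DMSO wells and 100% = JAK Inhibitor I control wells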
p47phox inh – p47phox/p22phox peptide binding inhibitors, primary screen, biochemical, uHTS, NADPH oxidase regulatory subunit. Neutrophil cytosol factor 1 (Homo sapiens), P14598. inhibition, % at 24.7 µM. fluorescence polarization, 2 h. AID 1274, 2008. 220,000 tested, 0.53% active;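 active means inhibition above about 30%, limit read from the data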;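 further: 0% = p47phox with labelled peptide and 100% = labelled peptide alone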
Target sequence (P14598 whole entry, looked up): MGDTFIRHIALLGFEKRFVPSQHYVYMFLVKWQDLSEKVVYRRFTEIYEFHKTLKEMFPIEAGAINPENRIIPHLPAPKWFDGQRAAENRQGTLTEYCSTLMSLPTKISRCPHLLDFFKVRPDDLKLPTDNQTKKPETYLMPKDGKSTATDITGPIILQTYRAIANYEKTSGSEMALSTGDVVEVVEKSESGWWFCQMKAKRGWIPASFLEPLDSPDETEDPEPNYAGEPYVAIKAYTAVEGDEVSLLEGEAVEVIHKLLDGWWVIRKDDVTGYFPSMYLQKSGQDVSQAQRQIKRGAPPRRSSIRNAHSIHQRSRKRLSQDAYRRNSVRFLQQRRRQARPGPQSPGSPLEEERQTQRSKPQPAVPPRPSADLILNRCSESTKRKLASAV
S1P4 ag – S1P4 receptor agonists, primary screen, cell-based | AID 1509, 2009 | Sphingosine 1-phosphate receptor 4 (Homo sapiens), O95977 | activation, % at 4.98 µM | 220,000 tested, 0.35% active | S1P4-expressing cell line, agonist reporter assay; in the data active means activation above about 11%;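 further: 0% = DMSO vehicle and 100% = reference agonist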
NPY1 pot ag – NPY-Y1 receptor potentiators or agonists, primary screen, cell-based; NPY-Y1 expressing cells, potentiator/agonist activation; activation, % at 3.6 µM; Neuropeptide Y receptor type 1 (Homo sapiens), P25929; AID 1304, 2008; 220,000 tested, 0.37% active; in the data active means activation above about 33%, passing the limit was not always enough;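 further: cells stimulated with NPY at EC10 then isoproterenol at EC100; 0% = low agonist plus stimulus and 100% = saturating agonist plus stimulus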
NPY Y1 blocker – NPY-Y1 receptor antagonists, primary screen, cell-based. inhibition, % at 3.6 µM. 200,000 tested, 1% active. HEK293-CNG Y1 cells, membrane potential fluorescence; NPY at EC95, then isoproterenol. Neuropeptide Y receptor type 1 (Homo sapiens), P25929;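 active means inhibition above the campaign mean inhibition of all tested compounds plus 3 SD, cut at about 20% in these data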;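 further: 0% = DMSO wells given NPY plus isoproterenol and 100% = isoproterenol alone without NPY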
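Test system – HEK293 Y1/CNG channel cell line · Also added – NPY agonist 25 nM, then isoproterenol 1 µM plus Ro 20-1724 25 µM · Compound dosing – one concentration, 3.6 µM, in 0.4% DMSO · Schedule – compound incubation 1 h at room temperature, readout 45 min post-stimulation · Technique – fluorescence, membrane potential probe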
S1P4 antag – S1P4 receptor antagonists, primary screen, cell-based. Sphingosine 1-phosphate receptor 4 (Homo sapiens), O95977. S1P4-expressing cells, antagonist mode, reporter read-out. 220,000 tested, 0.26% active. inhibition, % at 4.98 µM; in the data active means inhibition above about 29%;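 further: 0% = wells stimulated with agonist and 100% = vehicle wells without agonist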
Ba/F3 V617F tox – reduced viability of JAK2V617F-dependent Ba/F3 cells, primary screen, JAK2V617F inhibitor project, cell-based, Ba/F3 EpoR-JAK2V617F, luminescence; 220,000 tested, 1.1% active; inhibition, % at 5.6 µM; ATP luminescence;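 active means inhibition above the campaign mean plus 3 SD over all tested compounds, cut at about 24% in these data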;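 further: cytokine-independent growth of Ba/F3 cells driven by EpoR plus mutant JAK2; 0% = DMSO-treated cells and 100% = JAK inhibitor I control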
CHOP inhibitor – inhibitors of CHOP promoter induction, primary screen, cell-based, unfolded protein response, luciferase reporter; CHO-K1 CHOP-promoter luciferase, tunicamycin-induced, 15-18 h; inhibition, % at 10 µM; 220,000 tested, 3.8% active; AID 2732, 2010;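 active means compounds that reduced the stress-induced luciferase reporter signal by more than about 70% of percent inhibition, limit read from the data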;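 further: 0% = tunicamycin plus vehicle and 100% = wells without tunicamycin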
NPY2 pot ag – NPY-Y2 potentiators or agonists, primary screen, cell-based | activation, % at 3.6 µM | 220,000 tested, 0.45% active | cells expressing NPY-Y2, potentiator/agonist read-out; in the data active means activation above about 27%;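 further: cells stimulated with NPY near EC25 plus isoproterenol at EC100; 0% = vehicle plus submaximal agonist and 100% = vehicle plus saturating agonist; some results beyond the cut were filed as inactive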
Target sequence (P49146 whole entry, looked up): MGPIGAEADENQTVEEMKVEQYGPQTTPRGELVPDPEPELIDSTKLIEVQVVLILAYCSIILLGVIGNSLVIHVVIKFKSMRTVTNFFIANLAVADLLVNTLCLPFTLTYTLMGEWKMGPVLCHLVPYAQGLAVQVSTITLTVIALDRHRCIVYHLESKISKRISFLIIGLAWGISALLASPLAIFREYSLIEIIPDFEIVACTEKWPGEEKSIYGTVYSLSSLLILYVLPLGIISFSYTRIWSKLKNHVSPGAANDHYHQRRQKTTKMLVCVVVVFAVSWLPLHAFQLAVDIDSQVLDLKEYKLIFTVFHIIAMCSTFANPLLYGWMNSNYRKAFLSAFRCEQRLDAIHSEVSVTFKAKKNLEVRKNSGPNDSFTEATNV
Active calls of the source: *; . = no result given.

compound | p47phox inh | CHOP inhibitor | NPY Y1 blocker | S1P4 antag | NPY1 pot ag | NPY2 pot ag | S1P4 ag | Ba/F3 V617F tox | BaF3 tox
CC(NC(=O)CNC(=S)N(Cc1ccccc1)Cc1cccnc1)c1ccccc1 (centres undefined) | -2.9 | 7.2 | -5.6 | 15.7 | 13.6 | -7.1 | -1.2 | -3.3 | 3.3
Cc1ccc(C(=O)COC(=O)CCCC(=O)NC2CCCCC2)cc1[N+](=O)[O-] | 1.6 | 51.8 | 0.5 | -15.8 | -14.8 | 1.3 | 0.0 | 1.9 | 2.6
O=C(O)c1ccccc1-c1ccccc1C(=O)Nc1ccc2c(c1)[nH]c(=O)c1ccccc12 | -70.3 | 7.5 | . | 4.6 | 3.4 | 9.8 | 1.1 | -0.7 | -4.9
CCCc1nnc(NC(=O)CSc2ncn[nH]2)s1 | -2.9 | 8.7 | 2.4 | -8.0 | -2.8 | -2.0 | 0.2 | -1.8 | 0.0
CN1c2cccc3cccc(c23)N(C)C1c1cccs1 | 15.7 | 8.8 | 2.6 | 1.9 | 21.6 | -1.8 | -2.1 | 0.4 | 9.3
CCCN(CCC)CCCNC(=O)CN1C(=O)CSc2ccc(S(=O)(=O)N3CCOCC3)cc21 | 8.9 | 4.3 | 4.7 | -6.1 | -2.4 | -5.0 | 0.3 | 3.6 | 4.5
N#Cc1c(OCC(=O)c2ccccc2)nc2c(c1-c1ccco1)CCc1ccccc1-2 | -67.6 | 15.6 | 1.6 | -4.5 | 7.1 | 2.3 | 2.5 | -3.9 | -1.2
COCCN(CCOC)C(=O)CCn1c(=O)oc2ccccc21 | -7.3 | 16.8 | 5.2 | -7.6 | -18.1 | 3.2 | 0.6 | -2.9 | 4.3
COc1ccc(C(=O)NCc2ccc3c(c2)cc(C)n3C)cc1 | -5.0 | 15.8 | 3.5 | 2.2 | 0.4 | -5.4 | -2.6 | -2.6 | 3.6
CSc1nc(-c2ccco2)nn1S(C)(=O)=O | -9.8 | 1.6 | -6.6 | -13.0 | -6.6 | 0.4 | -2.8 | -0.3 | 4.6
Cc1cccn2cc(-c3ccc(S(=O)(=O)N4CCCCC4)cc3)nc12 | -13.7 | 32.5 | 3.3 | -7.4 | 3.0 | 6.4 | 0.8 | 1.9 | 7.6
O=C(Cc1ccc2c(c1)OCCO2)c1c(O)cc(O)cc1O | -18.3 | 11.6 | 1.5 | -10.5 | 4.6 | 20.4 | -0.3 | -2.0 | 2.1
CC1CCN(C(=O)c2ccc(N(C)S(C)(=O)=O)cc2)CC1 | 12.5 | -6.3 | 4.5 | -3.5 | 2.1 | 1.7 | 0.0 | -0.3 | 4.2
COc1ccc(/C=C/CN2CCN(Cc3ccc(F)cc3)C(CCO)C2)cc1 (centres undefined) | -15.3 | 16.9 | 2.4 | -7.6 | 5.8 | -12.6 | 0.1 | 0.3 | 5.3
CCCCOC(=O)C1=C(N)N2C(=O)C(C)SC2=C(C(=O)OCC)C1c1ccc(O)c(OC)c1 (centres undefined) | -4.4 | 15.5 | . | -10.3 | 20.4 | -21.2 | 0.5 | -5.6 | 1.3
O=C(Nc1ccc2nsnc2c1)c1ccc2c(c1)OCO2 | -4.7 | 29.5 | 1.1 | -11.2 | 9.4 | 4.4 | -1.5 | -3.0 | 0.2
Cc1cc(/C=C2\SC(=S)N(C)C2=O)c(C)n1-c1cccc(O)c1 | -68.7 | 29.5 | . | 5.6 | 7.5 | 14.4 | 0.2 | 5.2 | 5.5
O=C(COc1ccccc1)Nc1nnc(-c2ccc(Cl)s2)o1 | -15.4 | -7.2 | 9.2 | 2.6 | -28.4 | -5.1 | -2.2 | -2.7 | -0.9
O=C(NNC(=O)c1ccccc1-n1cccc1)c1ccccc1 | -8.4 | 11.3 | 3.4 | -19.0 | 2.4 | -13.1 | -0.6 | -0.7 | -2.0
CCOC(=O)c1c(C)n(C)c2ccc(OCC(O)CN3CCCCCC3)cc12 (centres undefined) | 3.2 | 36.8 | -1.7 | -29.9 | -18.9 | -21.8 | 1.3 | -2.5 | 6.1

compound | p47phox inh | CHOP inhibitor | NPY Y1 blocker | S1P4 antag | NPY1 pot ag | NPY2 pot ag | S1P4 ag | Ba/F3 V617F tox | BaF3 tox
CCN(Cc1ccccc1)c1c(C(=O)O)cnc2c1cnn2C | -7.3 | -12.5 | 3.3 | -23.4 | -22.2 | -21.9 | -0.5 | 1.4 | 2.7
C=CCn1c(-c2cccnc2)n[nH]c1=S | -1.5 | 22.3 | 6.0 | -8.8 | -24.6 | -0.1 | 1.1 | -1.1 | 5.0
COc1ccccc1CC(=O)NC1CC(C)(C)NC(C)(C)C1 | -0.7 | -1.7 | -2.2 | 2.7 | -8.7 | 4.6 | 0.1 | -1.8 | -2.3
Cc1ccc2cc(C#N)c(SCc3nnc(-c4ccccc4[N+](=O)[O-])o3)nc2c1 | -9.5 | 3.7 | 1.4 | -13.8 | -8.8 | 1.7 | 1.8 | 5.3 | 10.1
Cc1cccc2cc(C(c3nnnn3C(C)(C)C)N(Cc3ccco3)CC3CCCO3)c(=O)[nH]c12 (centres undefined) | -1.0 | 17.5 | 1.3 | -2.8 | 13.6 | -12.8 | -2.5 | -2.2 | 6.8
CCC(C)(C)n1nnnc1C(c1cccs1)N1CCN(Cc2ccccc2)CC1 (centres undefined) | 3.9 | 52.8 | 12.9 | 18.5 | -7.1 | 2.7 | -0.8 | -2.6 | -0.2
O=C(/C=C/c1ccccc1)N1CCC(c2ccccc2)C1 (centres undefined) | -7.5 | 11.8 | 10.9 | -18.8 | -18.3 | -13.2 | 0.2 | 5.0 | 2.2
Cc1nn(-c2ccccc2)c(C)c1/C=N/NC(=O)c1cc(-c2ccc(Br)s2)[nH]n1 | -22.3 | 70.4* | 6.0 | 21.4 | -9.9 | -6.5 | -0.7 | -3.5 | 0.3
COC(=O)c1ccccc1NC(=O)c1cc(-c2cccs2)on1 | -21.8 | 74.8* | 5.9 | 0.0 | -1.4 | -12.3 | -1.7 | -2.5 | 4.2
Cn1cc(C(=O)NCc2cccnc2)c(=O)c2cc(S(=O)(=O)N3CCCCCC3)ccc21 | -7.0 | 24.9 | 0.4 | -2.5 | 4.7 | 0.5 | -0.6 | 2.9 | 7.7
COC(=O)c1ccccc1NC(=S)NC(C)=O | -4.9 | 6.5 | -6.5 | -7.5 | 2.0 | -17.4 | 0.8 | 2.7 | 3.6
COC(=O)c1cn(-c2ccc(Cl)cc2)c(=O)c2ccccc12 | -10.3 | 52.1 | -3.6 | -9.4 | -1.0 | 1.9 | 0.4 | -1.1 | 5.5
Nc1cccc(C(=O)Nc2ccc3nc(-c4cccnc4)[nH]c3c2)c1 | -11.8 | 1.2 | -1.8 | -6.7 | -29.5 | -18.3 | 0.9 | 0.5 | 2.9
Cc1nn(-c2ccccc2)c(C)c1-c1cc(C(=O)N/N=C/c2cccnc2)[nH]n1 | -4.2 | 20.2 | -2.1 | -13.6 | 6.9 | -6.6 | 1.4 | 0.1 | 6.8
O=C(Cn1c(COc2ccccc2)nc2ccccc21)Nc1cccc(Cl)c1 | -7.8 | 77.6* | 1.2 | -9.3 | 0.8 | -5.5 | -0.1 | -3.5 | 4.4
COC(=O)c1c(NC(=O)CC2SC(N)=NC2=O)sc2c1CCC(C(C)(C)C)C2 (centres undefined) | -20.4 | 48.3 | 5.5 | -17.0 | 8.0 | -0.9 | 0.3 | -1.7 | 3.6
Cn1c(NCCCN2CCOCC2)nc2c1c(=O)n(Cc1ccc(Cl)c(Cl)c1)c(=O)n2C | -10.3 | 38.8 | -3.6 | 5.1 | 18.3 | 8.9 | -0.3 | -0.8 | 6.0
NS(=O)(=O)c1ccc(CCNC(=S)Nc2ccc(F)cc2)cc1 | -9.7 | 0.5 | -1.7 | -4.8 | 6.2 | -8.2 | 0.5 | 0.9 | 6.6
Cc1cnn(-c2cc(Oc3ccccc3)ncn2)c1 | -1.6 | -14.9 | 2.5 | -13.0 | 2.8 | -6.0 | 1.2 | -4.0 | 2.3
COc1ccc(C(=O)c2c[nH]c(C(=O)N=CN(C)C)c2)cc1 | 6.0 | 12.3 | -0.5 | -2.9 | -14.7 | -3.5 | 1.6 | -0.6 | -2.6

Only NPY Y1 blocker and Ba/F3 V617F tox, for 2 of the compounds above:
molecule	NPY Y1 blocker	Ba/F3 V617F tox
CC(NC(=O)CNC(=S)N(Cc1ccccc1)Cc1cccnc1)c1ccccc1 (centres undefined)	-5.6	-3.3
Cc1ccc(C(=O)COC(=O)CCCC(=O)NC2CCCCC2)cc1[N+](=O)[O-]	0.5	1.9

3 entries from above, ordered by SMILES length, largest number first.
compound | p47phox inh | CHOP inhibitor | NPY Y1 blocker | S1P4 antag | NPY1 pot ag | NPY2 pot ag | S1P4 ag | Ba/F3 V617F tox | BaF3 tox
COc1ccccc1CC(=O)NC1CC(C)(C)NC(C)(C)C1 | -0.7 | -1.7 | -2.2 | 2.7 | -8.7 | 4.6 | 0.1 | -1.8 | -2.3
CCN(Cc1ccccc1)c1c(C(=O)O)cnc2c1cnn2C | -7.3 | -12.5 | 3.3 | -23.4 | -22.2 | -21.9 | -0.5 | 1.4 | 2.7
O=C(/C=C/c1ccccc1)N1CCC(c2ccccc2)C1 (centres undefined) | -7.5 | 11.8 | 10.9 | -18.8 | -18.3 | -13.2 | 0.2 | 5.0 | 2.2

New compounds follow.
compound | p47phox inh | CHOP inhibitor | NPY Y1 blocker | S1P4 antag | NPY1 pot ag | NPY2 pot ag | S1P4 ag | Ba/F3 V617F tox | BaF3 tox
c1csc(-c2nc(-c3ccncc3)no2)c1 | -1.3 | -0.5 | 1.0 | -6.4 | 7.3 | -17.8 | 0.5 | -0.9 | 3.7
Oc1ccccc1N=Cc1c(O)ccc2ccccc12 | -15.7 | 47.0 | . | 22.5 | 7.6 | 24.5 | -1.7 | -3.5 | 3.6
CCN(C1=NS(=O)(=O)c2ccccc21)N(CC)S(=O)(=O)c1ccc(C)cc1 | -17.3 | 24.2 | 2.7 | 1.2 | 1.1 | 5.1 | -1.5 | 0.9 | 6.1
Cc1cc([N+](=O)[O-])c2[nH]c(C(=O)N/N=C/c3ccccc3C(=O)O)c(-c3ccccc3)c2c1 | -14.7 | 36.9 | -2.6 | -20.1 | 2.8 | -17.2 | -0.2 | -2.7 | -1.0
N#Cc1c(N)sc2c1CCCCCC2 | -17.5 | 29.7 | 2.0 | 7.4 | 5.8 | 1.4 | -0.1 | -0.5 | 9.3
Cc1sc(Nc2ccc([N+](=O)[O-])cc2)nc1-c1c(C)n(C)n(-c2ccccc2)c1=O | 0.1 | 62.0 | 1.6 | -2.4 | -14.0 | -14.4 | -1.1 | -1.8 | -2.9
Fc1ccc2[nH]c3c(N4CCSCC4)ncnc3c2c1 | -3.7 | 58.5 | 0.2 | -6.6 | -4.5 | 1.2 | -0.2 | -5.1 | 2.8
Cc1ccc(S(=O)(=O)N2CCCCC2)cc1NC(=O)COC(=O)c1ccc2c(c1)OCO2 | -10.7 | 37.9 | 4.0 | 2.8 | -2.3 | -9.9 | 1.3 | 2.6 | 8.4
CC(=O)NCc1c(Cl)cccc1-n1cccc1 | 3.6 | -23.0 | 2.7 | -16.1 | 2.1 | 7.2 | -0.6 | -3.0 | 5.3
